HTR5A inv ag = HTR5A inverse agonists in luminescence cell assay, primary screen, counter-screen for OPRM1-OPRD1 heterodimer inverse agonist project, full-deck HTS; 5-hydroxytryptamine receptor 5A (Homo sapiens), P47898; HTR5A cell line, inverse agonism; inhibition, % at 9.3 µM; hit rate 0.083% among 340,000; AID 504634, 2011; in the data active = inhibition mostly above about 23%, no sharp cut-off; inactive = mostly below about 18%;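 note: 0% = cells with DMSO and 100% = no-cell wells with DMSO; some compounds called inactive have numbers as strong as hits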
Target sequence (P47898 whole entry, looked up): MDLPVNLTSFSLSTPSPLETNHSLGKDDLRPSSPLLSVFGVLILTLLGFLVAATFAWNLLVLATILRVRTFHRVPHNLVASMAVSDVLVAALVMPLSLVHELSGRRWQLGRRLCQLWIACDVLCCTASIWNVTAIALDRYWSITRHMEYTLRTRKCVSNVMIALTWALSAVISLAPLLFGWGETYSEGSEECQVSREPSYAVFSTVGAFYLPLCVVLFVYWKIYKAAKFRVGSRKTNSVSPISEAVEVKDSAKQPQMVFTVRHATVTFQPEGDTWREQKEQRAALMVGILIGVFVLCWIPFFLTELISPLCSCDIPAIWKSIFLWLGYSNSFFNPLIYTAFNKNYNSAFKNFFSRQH
Mot1-301 SUMO = yeast Mot1-301 growth rescue at high temperature, primary screen, SUMOylation pathway inhibitor project, S. cerevisiae, ATP luminescence, 38.5C. S. cerevisiae Mot1-301 growth rescue; percent above DMSO median, 100 means doubled. growth rescue, % at 18.8 µM. hit rate 1% among 320,000;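 active = every valid replicate shows activation above 250% relative to neutral control wells; inactive = the rest, any valid replicate at or below 250%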;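 note: OY570 slx delta 5 strain wells were the positive control but not used for scaling; some compounds called inactive have numbers as strong as hits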
OPRM1-OPRD1 ag = agonists of OPRM1-OPRD1 heterodimerization, primary screen, cell-based, luminescence | Mu-type opioid receptor (Homo sapiens) + Delta-type opioid receptor (Homo sapiens), … | cells | activation, % at 9.3 µM | hit rate 0.3% among 340,000 | AID 504326, 2011; in the data active = activation above about 18%;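 note: 0% = vehicle-treated cells and 100% = reference agonist; values of inactives mirror those of a sister screen read the other way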
PKA-R1A act = activators of PKA-R1A holoenzyme, primary screen, biochemical, fluorescence polarization, Cy5-IP20, bovine R1A, mouse PKAc; hit rate 0.083% among 340,000; activation, % at 11.4 µM; PKA-R1A dissociation; scaled: DMSO 0%, 113 µM cGMP 100%;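 active = percent activation above the mean of all tested compounds plus 3 SD, cut at about 19% in these data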;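 note: higher means more PKAc released from R1A so a rise in polarization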
PfHsp90 yeast 2 = growth inhibition of PfHsp90-expressing yeast, primary screen, antimalarial PfHsp90 inhibitor project, S. cerevisiae, BacTiter-Glo luminescence, single point, set 2. BacTiter-Glo ATP, 48 h; yeast lacking PDR1 and PDR3 efflux regulators. inhibition, % at 9.4 µM. hit rate 0.32% among 310,000. AID 504621, 2011;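 active = every replicate shows inhibition above about 80%, whatever the replicate mean, limit read from the data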;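 note: 0% = DMSO neutral controls and 100% = 20 µM radicicol positive controls; yeast relying on Plasmodium falciparum Hsp90 in place of its own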
Tat export inh = E. coli Tat export inhibitors, primary screen, MC4100, TorA-mCherry reporter, fluorescence, single point | inhibition, % at 10 µM | hit rate 0.036% among 340,000;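 active = mean replicate inhibition at least 50% and at least half of replicates individually reaching 50%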;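 note: exported cargo escapes ClpAP degradation while cytoplasmic cargo is degraded and loses fluorescence; 0% = median of neutral control wells and 100% = median of NaSCN control wells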
phage Ecoli inh = growth loss of phage-infected E. coli, primary screen, RecBCD inhibitor project, absorbance, with phage, HTS; AID 651602, 2012; hit rate 0.26% among 360,000; inhibition, % at 11.9 µM; in the data active = inhibition above about 11%
OPRM1-OPRD1 inv = inverse agonists of MOR-DOR heterodimerization, primary screen, cell-based, luminescence. cell-based MOR-DOR heterodimer luminescence, inverse agonism. inhibition, % at 9.3 µM. Mu-type opioid receptor (Homo sapiens) + Delta-type opioid receptor (Homo sapiens), …. hit rate 0.21% among 340,000; in the data active = inhibition above about 22%, passing the limit was not always enough;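 note: 0% = cells with DMSO and 100% = wells without cells with DMSO; values of inactives mirror those of a sister screen read the other way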
AddAB inh = growth inhibition of E. coli expressing H. pylori AddAB, primary screen, AddAB inhibitor project, absorbance. inhibition, % at 11.9 µM. hit rate 0.29% among 330,000. AID 435030, 2010; in the data active = inhibition above about 12%;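 note: 0% = vehicle wells of infected cells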
PKA-R2B act = activators of PKA-R2B holoenzyme, primary screen, biochemical, fluorescence polarization, Cy5-IP20, human | cAMP-dependent protein kinase catalytic subunit beta (Homo sapiens) + cAMP-dependent … | PKA-R2B holoenzyme dissociation; R2B truncated from residue 108, S112A mutant; 0% DMSO only, 100% 113 µM cGMP | activation, % at 11.4 µM | hit rate 0.079% among 340,000;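 active = activation above a cutoff set at the mean over all compounds plus 3 SD, cut at about 18% in these data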;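 note: higher means more holoenzyme dissociation and a rise in polarization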
Target sequence (P31323 whole entry, looked up, other chains not shown, the tested form may be a part): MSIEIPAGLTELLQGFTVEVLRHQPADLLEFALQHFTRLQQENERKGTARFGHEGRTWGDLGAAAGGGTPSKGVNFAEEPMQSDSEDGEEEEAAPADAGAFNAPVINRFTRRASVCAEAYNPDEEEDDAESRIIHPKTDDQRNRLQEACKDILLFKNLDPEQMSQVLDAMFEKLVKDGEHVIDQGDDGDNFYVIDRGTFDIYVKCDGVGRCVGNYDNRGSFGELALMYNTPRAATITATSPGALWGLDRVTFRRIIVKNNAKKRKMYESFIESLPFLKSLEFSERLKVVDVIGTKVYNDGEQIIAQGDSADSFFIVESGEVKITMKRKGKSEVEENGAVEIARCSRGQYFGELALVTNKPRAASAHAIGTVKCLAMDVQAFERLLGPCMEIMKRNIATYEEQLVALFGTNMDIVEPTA
Ecoli viability = E. coli V3065 growth inhibition, primary screen, counter-screen for AddAB inhibitor project, absorbance, OD600 | 18 h | inhibition, % at 11.9 µM | hit rate 0.27% among 330,000 | AID 449728, 2010;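 active = inhibition above the campaign's mean inhibition across all tested compounds plus 3 SD, cut at about 9.9% in these data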;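 note: uninfected addAB+ strain grown without phage in ampicillin broth; 0% = DMSO wells and 100% = ciprofloxacin 0.95 µg/ml wells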
Starred values were filed as active, the others as inactive; / = not tested or not shown.

SMILES	HTR5A inv ag	Mot1-301 SUMO	OPRM1-OPRD1 ag	PKA-R1A act	PfHsp90 yeast 2	Tat export inh	phage Ecoli inh	OPRM1-OPRD1 inv	AddAB inh	PKA-R2B act	Ecoli viability
Cc1ccc(F)cc1CNC(=O)C1CCC(=O)N(CC2CCCCC2)C1 (stereo unspecified)	10	/	-1.8	-4	-6	-1	2.2	9	2.6	-9	0.9
CCOC(=O)[C@H]1[C@H]2COc3ccc(C)cc3[C@@H]2N2C(=O)c3ccc(F)cc3NC(=O)[C@@]12C	-1	-17	-0.7	5	-8	-6	3.2	4	5.0	-6	0.8
Cc1cc(SCC(=O)OC(C)C(=O)N(C)c2ccccc2)nc2ccccc12 (stereo unspecified)	-12	5	-1.3	-25	9	6	3.0	6	0.2	-8	-0.7
N/C(Cc1ccc(Cl)cc1Cl)=N\OC(=O)Cc1ccc(Cl)cc1	-20	17	3.7	3	8	4	2.8	-25	2.7	3	3.4
CCOC(=O)N1CCN(C(=O)Nc2ccc3nc(-c4ccccn4)c(-c4ccccn4)nc3c2)CC1	3	-8	-2.4	-1	6	2	1.0	14	1.6	-2	3.2
Cc1ccc(S(=O)(=O)Cc2ccc(C(=O)N3CCN(c4ccc(F)cc4)CC3)o2)cc1	10	1	-1.9	0	23	-1	2.0	10	4.5	-9	0.3
CC(=O)/C(=C\N(C)C)Sc1ccc(Cl)cc1	1	11	-1.0	-8	-25	-1	4.2	5	1.9	-4	0.3
COc1ccc(NC(=S)Nc2ccc(OC(F)F)cc2)cn1	-3	4	-1.8	2	/	4	4.4	9	2.0	-4	-2.1
Cc1ccc(NC(=O)Cn2cnc3c(cnn3C(C)(C)C)c2=O)cc1	-18	-10	-2.7	-3	0	-5	1.2	15	-4.8	-4	-0.8
CCOc1ccc(CN2CCC(n3nccc3NC(=O)c3ccccc3OC)CC2)cc1	-21	5	-3.5	3	-7	-5	4.2	19	3.5	-18	1.1
C=CCOc1ccccc1CN1CCN(CCc2ccccc2)C(CCO)C1 (stereo unspecified)	0	25	2.3	-3	-15	0	-1.2	-11	3.2	-1	0.2
COc1cc(Cl)c(CNC[C@H]2O[C@@H](n3cnc4c(N)ncnc43)[C@H](O)[C@@H]2O)c(Cl)c1O	2	/	-1.5	-1	-6	3	1.0	8	-3.1	0	-3.6
COc1ccccc1CNc1nc(S(=O)(=O)c2ccccc2)c(Cl)s1	8	/	-0.3	-1	1	-4	3.1	2	-2.0	1	-1.2
COC(=O)CSc1nnc(-c2cnccn2)n1C	-3	-6	-1.1	-2	/	6	0.3	6	-0.4	0	0.6
COC(=O)C1CCN(C(=O)C2CC(=O)N(c3ccc(C)c(Cl)c3)C2)CC1 (stereo unspecified)	3	/	-0.9	6	-8	1	3.6	5	/	0	/
O=C(CN1N=C(C(F)(F)F)CC1(O)c1ccc([N+](=O)[O-])cc1)c1ccccc1 (stereo unspecified)	-18	8	8.3	2	-53	-4	1.1	-51	-1.2	-7	-2.9
COc1ccccc1CC(=O)N1CCN(c2ccccn2)CC1	-1	-1	-2.1	2	-19	1	2.5	11	1.7	-9	2.6
COc1ccc(CNC(=O)CN(CC2CCCO2)C(=O)CNS(=O)(=O)c2ccccc2)cc1 (stereo unspecified)	-51	52	-2.1	-3	-11	-6	1.0	12	1.9	-1	-1.6
C=CCOC(=O)c1c(C)nc2cc3c(cc2c1C)OCO3	3	7	-0.7	-6	-1	1	3.0	4	3.9	-3	1.9
COC(=O)C1CSC(C(=O)OC)N1C(=O)Nc1ccc(Cl)cc1 (stereo unspecified)	15	22	-0.8	-1	6	-6	3.1	3	1.7	6	1.4
O=C(c1ccc(O)cc1)c1ccc(C(=O)c2ccc(O)cc2)cc1	5	38	-0.2	4	/	3	3.0	1	1.6	-10	1.3
CCn1c(=S)[nH]c2scc(-c3cccs3)c2c1=O	15	/	-0.8	-9	23	14	-1.0	4	/	3	/
COc1ccc(-c2csc(Nc3ncccc3C)n2)cc1	-7	35	3.8	8	-3	3	5.0	-23	-4.5	4	1.1
CCC(=O)Nc1ccc(C(=O)NCCCn2ccnc2)cc1	10	-3	-2.5	1	6	3	6.2	13	1.2	-2	1.6
O=C(CNC(=O)c1ccc(Cl)cc1Cl)OCC(=O)N1CCN(c2ccccc2)CC1	8	-7	-2.4	9	1	-4	2.1	12	/	6	/
Cc1nc2ccc(-c3nc4ccccc4o3)cc2[nH]1	-18	-14	1.0	-3	5	-14	1.1	-6	1.6	-9	0.0
Cc1cc(C(=O)Nc2ccncc2)c2ccccc2n1	-11	120	-3.3	2	-7	5	1.4	18	5.4	-2	1.1
Cc1cc(NC(=O)CS(=O)(=O)c2c[nH]c3ccccc23)no1	1	-7	-1.6	10	-27	3	4.4	9	1.7	5	1.3
CN(C)c1ccc(CN(C(=O)c2ccc(Cl)c([N+](=O)[O-])c2)C2CCS(=O)(=O)C2)cc1 (stereo unspecified)	4	341*	-0.1	0	-16	1	2.8	1	0.2	0	-0.5
COc1ccc2oc(C(=O)OCC(=O)NCc3ccc(OC)c(OC)c3)c(C)c2c1	2	/	-0.8	4	/	0	1.9	5	/	1	/
CC1CC(C)C[N+](=C2C=C(N3CCCC3)CC(C)(C)C2)C1 (stereo unspecified)	-21	/	-0.7	16	-17	5	0.7	3	/	3	/
O=C(NC1CCCCC1)C(c1ccc(F)cc1)N(Cc1ccco1)C(=O)c1csnn1 (stereo unspecified)	17	40	-3.0	-8	7	0	-1.7	19	3.6	-3	-1.8
COc1ccc(C)cc1NC(=O)CSc1nnc2ccc(-c3ccccn3)nn12	-2	-4	0.5	-2	12	2	3.0	-3	-2.2	-4	-2.9
Cc1sc(N)nc1-c1ccc2c(c1)OCCO2	8	21	-3.9	-6	-7	-2	0.9	18	1.0	-4	-0.5
O=C(CCS(=O)(=O)c1ccc(F)cc1)Nc1nnc(-c2cccs2)o1	-19	/	-1.5	-2	/	-4	4.4	8	0.4	3	-0.5
O=C(c1ccncc1)N1CCN(S(=O)(=O)c2cccc(C(F)(F)F)c2)CC1	-4	-5	-1.5	-10	16	-2	-0.8	6	4.2	-5	1.8
NC(=O)C1(N2CCCCC2)CCN(S(=O)(=O)c2ccccc2)CC1	-14	-13	-2.6	6	8	8	0.5	14	0.0	1	1.5
O=C(N/N=C/c1cccc2ccccc12)C(=O)N1CCCC1	-4	129	1.1	-10	-4	20	0.9	-8	1.7	-18	-0.8
CC(=O)Nc1ccc(NC(=O)CSc2nc(N)c(NC(=O)c3ccco3)c(=O)[nH]2)cc1	2	-9	-3.3	3	-7	15	-1.5	17	0.3	11	1.0
COc1ccc2[nH]c(C(=O)O)c(NC(=O)c3ccccc3[N+](=O)[O-])c2c1	-5	4	-2.7	-15	-3	-6	2.9	15	3.0	-10	-0.6

A second format for some results above.
COc1ccc2oc(C(=O)OCC(=O)NCc3ccc(OC)c(OC)c3)c(C)c2c1
  HTR5A inv ag = 2	Mot1-301 SUMO = /	OPRM1-OPRD1 ag = -0.8	PKA-R1A act = 4	PfHsp90 yeast 2 = /	Tat export inh = 0	phage Ecoli inh = 1.9	OPRM1-OPRD1 inv = 5	AddAB inh = /	PKA-R2B act = 1	Ecoli viability = /
CC1CC(C)C[N+](=C2C=C(N3CCCC3)CC(C)(C)C2)C1 (stereo unspecified)
  HTR5A inv ag = -21	Mot1-301 SUMO = /	OPRM1-OPRD1 ag = -0.7	PKA-R1A act = 16	PfHsp90 yeast 2 = -17	Tat export inh = 5	phage Ecoli inh = 0.7	OPRM1-OPRD1 inv = 3	AddAB inh = /	PKA-R2B act = 3	Ecoli viability = /

Further structures follow:
SMILES	HTR5A inv ag	Mot1-301 SUMO	OPRM1-OPRD1 ag	PKA-R1A act	PfHsp90 yeast 2	Tat export inh	phage Ecoli inh	OPRM1-OPRD1 inv	AddAB inh	PKA-R2B act	Ecoli viability
COc1ccc(CCNC(=O)C(=O)NCc2cccs2)cc1OC	-19	134	-3.0	-16	-26	5	3.4	16	-2.4	6	1.7
CC(C)n1cc(NC(=O)COc2ccccc2Cl)cn1	3	9	-3.0	-2	-17	7	5.8	16	2.2	3	3.5
Cc1ccccc1CNC(=O)c1ccc(CSCc2ccccc2)cc1	3	-4	1.7	-7	14	-7	1.9	-9	1.7	0	0.2
CC(C)c1cc(-c2cc(C(=O)NCc3ccccc3)on2)nc(NCC2CC2)n1	-50	-25	4.5	-4	-31	0	-0.2	-26	2.9	8	1.9
CC1(C)C2CCC(C2)C1(C)NC(=O)CNCC1CCCCC1 (stereo unspecified)	-17	8	3.3	-7	8	3	4.0	-15	3.6	-3	1.9
CCOC(=O)Cn1cnc2c(nnn2-c2cccc(OC)c2)c1=O	3	-3	-2.1	-2	-5	-2	0.6	12	0.6	1	1.3
COc1ccccc1N(CC(=O)NC1CCCCC1C)S(=O)(=O)c1cccs1 (stereo unspecified)	-28	66	-3.0	-1	-9	5	3.4	15	-0.2	-1	-0.2
Cc1cc(C)n(CCN(C)C(=O)C2CCC(=O)N(CCN3CCOCC3)C2)n1 (stereo unspecified)	-2	-2	-0.9	-10	-12	-2	1.2	7	-2.5	-15	-0.1
COc1cccc(OCc2cc(C(=O)N3CCN(C4CCCCC4)C(=O)C3)no2)c1	21	294	0.6	6	34	1	2.9	-3	2.0	7	0.1
O=C(Nc1ccc(F)c(F)c1)c1ccc2c(c1)OCO2	2	118	-0.2	0	13	0	3.6	1	1.3	-4	0.6
COc1cc(C2C(N3C(=O)c4ccccc4C3=O)C(=O)N2c2ccc(C)c(C)c2)cc(OC)c1OC (stereo unspecified)	10	159	-1.3	3	-1	1	8.0	9	-0.5	5	-1.8
COC(=O)CSc1nnc(CNc2nc(-c3ccccc3)cs2)n1C	-31	-10	-0.9	1	-23	-1	0.9	5	0.2	-15	-1.2
